# Keap1 Nrf2 FP: disrupts human Keap1 binding to Nrf2 peptide | Keap1 Kelch-Nrf2 peptide fluorescence polarization, 1536-well | inhibition, % at 9.4 µM | actives 0.15% (n = 340,000) | AID 504523; in the data active = inhibition above about 12%;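 also: human Keap1 Kelch domain with fluorescein labeled Nrf2 9mer peptide probe; 0% = neutral control wells and 100% = peptide positive control; higher means more block of Keap1 binding to Nrf2 peptide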
# Target sequence (Q14145 whole entry, looked up, the tested form may be a part): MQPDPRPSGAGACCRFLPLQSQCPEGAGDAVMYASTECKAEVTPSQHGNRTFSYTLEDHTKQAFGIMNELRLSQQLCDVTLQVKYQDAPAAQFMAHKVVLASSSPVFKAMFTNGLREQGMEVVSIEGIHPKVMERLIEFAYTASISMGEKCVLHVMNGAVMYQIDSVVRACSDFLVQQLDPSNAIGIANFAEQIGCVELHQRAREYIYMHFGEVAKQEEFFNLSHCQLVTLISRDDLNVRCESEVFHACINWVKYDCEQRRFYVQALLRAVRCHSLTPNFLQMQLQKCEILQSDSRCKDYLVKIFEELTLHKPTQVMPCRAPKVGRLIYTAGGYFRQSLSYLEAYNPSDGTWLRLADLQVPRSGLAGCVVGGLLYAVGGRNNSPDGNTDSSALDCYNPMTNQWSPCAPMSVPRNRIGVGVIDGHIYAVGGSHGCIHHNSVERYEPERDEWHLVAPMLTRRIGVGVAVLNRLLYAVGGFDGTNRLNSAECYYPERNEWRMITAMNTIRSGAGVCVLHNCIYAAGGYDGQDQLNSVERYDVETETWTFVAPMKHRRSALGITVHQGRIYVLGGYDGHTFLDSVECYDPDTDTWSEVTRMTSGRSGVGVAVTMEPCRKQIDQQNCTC
# CAL PDZ FP-1: human CAL PDZ-peptide interaction inhibition. Q9HD26. purified CAL PDZ, TMR-peptide fluorescence polarization, 1 h. inhibition, % at 20 µM. actives 0.02% (n = 330,000). AID 504414;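 active = highest replicate inhibition of at least 40%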;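 also: plate controls were DMSO neutral control wells for no effect and unlabeled competitor peptide control wells for full effect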
#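 material = purified tagged CAL PDZ domain construct (CerCALP) | compound dosing = 20 µM, one dose | times = 1 h at RT | measured by = fluorescence polarization from S- and P-plane intensities, G-factor corrected | read-out = inhibition from polarization loss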
# SR-BI DiI-HDL act: SR-BI HDL lipid transfer activation; CHO ldlA[mSR-BI] cells, DiI-HDL uptake fluorescence, 3 h; 100 = double the neutral-control signal; AID 504775; activation, % at 12.5 µM; actives 0.096% (n = 320,000);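 active = mean replicate activation of at least 60% and every replicate at or above 60%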;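 also: 0% = median plate neutral-control signal and 100% = twice that signal; values of inactives mirror those of a sister screen read the other way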
#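 Assay system: LDL receptor-deficient CHO ldlA cells overexpressing murine SR-BI / Medium: BSA-supplemented, HEPES-buffered Ham's F12, pH 7.4 / Probe or stimulus: DiI-labelled HDL at 10 µg/mL final / Timing: compound with DiI-HDL co-incubation, 3 h at 37 °C / Technique: bottom-read cell fluorescence after medium removal, ex 550/em 595 nm / Measure: HDL uptake via cellular fluorescence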
# CAL PDZ FP-2: inhibitors of human CAL PDZ peptide binding; actives 0.92% (n = 300,000); AID 602252; purified CAL PDZ, TMR-peptide fluorescence polarization, 1 h; Q9HD26; inhibition, % at 24.9 µM;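 active = mean inhibition of at least 30% with at least half of replicates also reaching 30%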;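 also: 0% = DMSO neutral control and 100% = excess unlabeled competitor peptide PRC23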
# Rtt109 Vps75: inhibitors of Candida albicans Rtt109/Vps75 histone acetyltransferase. Q5AAJ8. purified Rtt109/Vps75, ThioGlo CoA-SH fluorescence, 4 h. inhibition, % at 34.9 µM. actives 0.16% (n = 330,000). AID 540336;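 active = inhibition of at least 50% in every replicate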
# DAGLB inhibitor: blocks human DAGLB lipase activity; Q8NCG7; HEK293T DAGLB membrane lysate, EnzChek fluorogenic substrate; inhibition, % at 5.17 µM; actives 0.059% (n = 340,000); in the data active = inhibition above about 34%;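 also: 0% = enzyme with vehicle and 100% = wells lacking enzyme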
# PKA-R2B activ: PKA-R2B complex activation | actives 0.079% (n = 340,000) | activation, % at 11.4 µM | PKA-R2B holoenzyme dissociation, Cy5-IP20 fluorescence polarization; R2B truncated from residue 108, S112A mutant; 0% DMSO only, 100% 113 µM cGMP;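 active = activation above a cutoff set at the mean over all compounds plus 3 SD, cut at about 18% in these data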;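 also: higher means more holoenzyme dissociation and a rise in polarization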
# Target sequence (P31323 whole entry, looked up, other chains not shown, the tested form may be a part): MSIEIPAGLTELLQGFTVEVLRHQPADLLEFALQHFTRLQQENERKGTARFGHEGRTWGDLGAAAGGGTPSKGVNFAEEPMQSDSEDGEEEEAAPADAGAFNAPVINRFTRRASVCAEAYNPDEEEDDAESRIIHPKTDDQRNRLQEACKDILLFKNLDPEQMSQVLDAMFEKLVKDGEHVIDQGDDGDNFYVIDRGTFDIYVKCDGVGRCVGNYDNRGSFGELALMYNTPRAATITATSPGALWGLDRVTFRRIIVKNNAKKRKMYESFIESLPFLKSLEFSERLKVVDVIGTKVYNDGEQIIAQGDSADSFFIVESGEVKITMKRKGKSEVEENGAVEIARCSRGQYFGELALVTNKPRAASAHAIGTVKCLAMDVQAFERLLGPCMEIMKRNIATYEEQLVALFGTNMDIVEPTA
# RTF Ca sens act: cardiac RTF calcium sensitization. P19429+P45379. IANBD-labeled TnC RTF fluorescence at EC20 calcium; 0% EC20 calcium, 100% full calcium. activation, % at 7.2 µM. actives 0.24% (n = 340,000);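 active = activation above the mean over all tested compounds plus 3 SD, cut at about 30% in these data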;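 also: rise in fluorescence read as greater calcium sensitivity of cardiac thin filaments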
# Cardiac RTF inh: cardiac RTF calcium desensitization. P19429+P45379. IANBD-labeled cardiac RTF, Ca2+ fluorescence. inhibition, % at 7.15 µM. actives 0.12% (n = 340,000);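 active = inhibition above the mean inhibition of all tested compounds plus 3 SD, cut at about 17% in these data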;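 also: assay run at fixed EC70 calcium of 1.6 mM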
# C-LANA FP: inhibitors of KSHV LANA C-terminal domain DNA binding; MBP-C-LANA/FAM-LBS DNA binding, fluorescence polarization; inhibition, % at 9 µM; actives 0.078% (n = 340,000); AID 504423;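 active = highest replicate inhibition at or above 60% at 9 µM, even if other replicates fall short; inactive = all replicates below 60% inhibition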;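 also: 0% = neutral control wells and 100% = 4 µM acridine orange control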
# An asterisk follows results filed as active; x = no result given.
smiles	Keap1 Nrf2 FP	CAL PDZ FP-1	SR-BI DiI-HDL act	CAL PDZ FP-2	Rtt109 Vps75	DAGLB inhibitor	PKA-R2B activ	RTF Ca sens act	Cardiac RTF inh	C-LANA FP
CC1CCCN(C(=O)COC(=O)/C=C/c2ccc(C(F)(F)F)cc2)C1 (centres undefined)	3	-0.5	15	72*	2	-2	-6	0	-6	1.2
COc1ccc(CN2CCN(S(=O)(=O)c3ccc(C)cc3)CC2)cc1OC	-2	-0.5	25	-3	-2	-3	1	3	3	-0.5
CC1CCC(C(C)C)C(OC(=O)C[n+]2cccc(C(N)=O)c2)C1 (centres undefined)	-5	-0.3	25	-2	6	0	4	1	-9	0.4
CCc1nnc(NC(=O)CCS(=O)(=O)Cc2ccccc2)s1	-1	-2.5	0	0	-9	0	3	-8	0	-0.6
CC(C)C(=O)Nc1c2c(nn1-c1ccccc1)CSC2	-4	-1.6	5	-1	3	-2	0	12	-5	1.8
O=C(c1ccccc1)N1CCCC(C(=O)N2CCN(c3ccccc3)CC2)C1 (centres undefined)	-4	0.9	-2	-3	-12	3	-4	5	1	-1.9
COc1cc(NS(=O)(=O)c2ccc(NC(=O)CN3C(=O)c4ccccc4C3=O)cc2)nc(OC)n1	5	-1.9	15	8	-1	1	1	-5	0	-0.7
O=C(Nc1ccc(N2CCN(C(=O)c3ccccc3)CC2)cc1)c1cc2ccccc2o1	-8	x	-61	9	-10	3	6	-2	-1	0.2
COc1ccc(N(Cc2nnc3n2CCCCC3)C(=O)Nc2ccccc2)cc1	-2	-0.3	1	-3	4	1	10	2	2	-0.6
CCN(CC)c1cc2nc(C)n(Cc3ccccc3)c(=O)c2cc1NC(=O)C1CC1	-4	x	-35	1	-2	0	2	5	-10	3.4
CCN(c1ccccc1)S(=O)(=O)c1c(C)noc1C	-2	-2.5	14	-6	14	0	-14	3	4	0.8
CCCC(=O)N1CCN(c2ccc([N+](=O)[O-])cc2Cl)CC1	-5	-2.6	-10	0	x	-1	13	-2	2	0.3
COC(=O)c1ccc(Nc2nnc(-c3ccc(C)c(S(=O)(=O)NCC4CCCO4)c3)c3ccccc23)cc1 (centres undefined)	-1	-1.9	-40	x	8	1	-5	2	-4	1.8
CCc1c(C)sc2nc3c(C(=O)N4CCOCC4)cc(C(=O)c4ccccc4O)cn3c(=O)c12	-3	-1.4	-3	-1	8	-3	-3	8	-1	0.6
Cc1cccc(OCc2nnc(SCn3nnc4ccccc4c3=O)o2)c1	0	0.3	39	-8	7	-2	-3	-1	0	1.6
CC/C(=N/Nc1cccc(C)c1)c1cnnc(SC)n1	-3	-2.8	-71	-2	x	-6	-13	26	-17	-0.7
O=C(COc1ccccc1Cl)NCc1ccncc1	-3	-0.5	-7	-6	x	-2	6	0	7	-0.6
COc1cccc(C2c3c(oc4ccccc4c3=O)C(=O)N2CCCN(C)C)c1OC (centres undefined)	4	-0.9	-5	5	-2	0	-11	-1	4	1.2
Cc1ccc(NC(=O)N2CCCN(C(=O)OC(C)(C)C)CC2)cc1Cl	-1	x	0	-3	-2	-4	1	-4	-2	-1.3
Nc1cccc(Oc2ccc([N+](=O)[O-])cc2)c1	2	0.5	-9	x	-11	-5	-3	2	-15	-1.3
COc1cccc(NC(=O)c2cnn(-c3ccccc3)c2C)c1	-1	-0.7	-26	-6	-2	-3	-12	-1	-1	-2.4
COc1cc(OC)c(NC(=O)c2ccoc2C)cc1Cl	1	x	-59	-7	1	2	3	-9	-3	-0.4
COc1ccc(C2C(C#N)=C(N)Oc3cc(C)n(CCN4CCOCC4)c(=O)c32)cc1OC (centres undefined)	-4	-0.5	7	-2	19	5	6	1	-3	0.6
Cc1ccc2nc(/C(C#N)=C\c3ccc(N4CCCCC4)c([N+](=O)[O-])c3)[nH]c2c1	1	-2.4	-66	-2	16	16	-8	5	3	-0.3

# Gathered by group, those above containing an aryl thioether with sulfur outside any ring (two)
smiles	Keap1 Nrf2 FP	CAL PDZ FP-1	SR-BI DiI-HDL act	CAL PDZ FP-2	Rtt109 Vps75	DAGLB inhibitor	PKA-R2B activ	RTF Ca sens act	Cardiac RTF inh	C-LANA FP
Cc1cccc(OCc2nnc(SCn3nnc4ccccc4c3=O)o2)c1	0	0.3	39	-8	7	-2	-3	-1	0	1.6
CC/C(=N/Nc1cccc(C)c1)c1cnnc(SC)n1	-3	-2.8	-71	-2	x	-6	-13	26	-17	-0.7

# More entries follow:
smiles	Keap1 Nrf2 FP	CAL PDZ FP-1	SR-BI DiI-HDL act	CAL PDZ FP-2	Rtt109 Vps75	DAGLB inhibitor	PKA-R2B activ	RTF Ca sens act	Cardiac RTF inh	C-LANA FP
Cc1ccc(NC(=S)NCC2CCN(C(C)c3ccccc3)C2)cc1C (centres undefined)	-10	-1.3	x	2	3	-2	-4	1	-3	-0.3
CCCOc1ccc(C2NC(=S)NC(C)=C2C(=O)c2ccccc2)cc1OC (centres undefined)	-8	-0.7	-39	4	-10	2	-6	-4	-1	2.7
Cc1ccc(NC(=O)c2cc(S(=O)(=O)N3CCOCC3)cn2C)c(C)c1	4	-0.6	-50	x	-2	1	8	-3	-2	0.4
O=C(O)Cc1ccc(NC(=O)c2ccc(NC(=O)C3CC3)cc2)cc1	-2	-1.7	-4	-4	3	1	-10	-1	2	0.9
Cc1ccc2nc(-c3ccncc3)c(NC3CCCC3)n2c1	-3	-1.5	-40	0	7	3	4	8	-7	0.1
Cc1ccc(NS(=O)(=O)c2ccc(C(=O)Nc3nncs3)cc2)cc1	-8	-0.9	9	-2	2	2	-6	-2	-2	1.2
Cc1ccccc1S(=O)(=O)Cc1ccc(C(=O)N2CCN(c3ccc(F)cc3)CC2)o1	1	-1.1	-24	-2	-4	0	0	-1	-5	0.4
COc1ccc(NC(=O)CSc2nccc(C)n2)cc1	-1	-0.9	25	1	-2	-3	0	0	-4	0.3
Cc1ccc(-n2ncc3c2CC(C)(C)CC3NC(=O)CCN2CCCCC2=O)cc1 (centres undefined)	1	0.6	-3	-1	0	-7	-4	2	-3	0.2
Cc1ccc(S(=O)(=O)Nn2c(O)c(C=C3N=c4ccccc4=N3)sc2=S)cc1	-4	-2.7	x	-3	-5	24	-1	-6	1	-0.5
Cc1cccc(C2N(c3ccc(F)cc3)C(=O)C3CCCN32)c1 (centres undefined)	-10	-0.5	17	x	-14	2	0	14	3	-1.1
CC(C)[C@H](NC(=O)c1ccco1)C(=O)OCC(=O)Nc1ccc(Cl)c(S(=O)(=O)N(C)C)c1	-2	-2.9	x	2	-4	6	-9	-1	-3	0.7
Clc1ccc(NNc2ccnc3cc(Cl)ccc23)cc1	-3	x	-37	-2	-11	7	3	2	1	0.0
CCC(C(=O)NC1CCCC1)N(C(=O)c1snc(C(N)=O)c1N)c1ccc(OC)c(OC)c1 (centres undefined)	-2	-2.4	x	-5	-9	-2	-10	-4	4	-0.2
COc1ccc(OCCC(=O)OCC(=O)NC(=O)NC2CCCCC2)cc1	1	-0.1	10	-3	-4	2	6	-1	13	-0.7
O=C(COc1ccc(S(=O)(=O)NC2CCCCC2)cc1Cl)NCC1CCCO1 (centres undefined)	-2	1.3	-4	23	3	-1	3	5	-2	-0.7
Cc1ccccc1OCC1CN(CN2CCOCC2)C(=O)O1 (centres undefined)	-1	-0.7	7	-6	0	0	-12	3	-3	0.2
O=C(Nc1ccncc1)c1ccc(NS(=O)(=O)c2ccc3[nH]c(=O)[nH]c3c2)cc1	-1	-3.0	8	-7	-4	4	-3	-3	0	0.6
Cc1noc(C)c1S(=O)(=O)Nc1ccccc1Oc1ccccc1	-1	-0.4	-14	-5	4	0	1	-2	-5	-1.6
CN(C(=O)COC(=O)c1ccc2c(c1)OCCO2)C1CCCCC1	-2	-2.2	2	-4	-5	1	3	1	-15	0.7
CC(C)(C)OC(=O)NCc1ccc(NC(=O)c2nc[nH]c2C(=O)NCCN(CCNC(=O)c2[nH]cnc2C(=O)Nc2ccc(CNC(=O)OC(C)(C)C)cc2)CCNC(=O)c2[nH]cnc2C(=O)Nc2ccc(CNC(=O)OC(C)(C)C)cc2)cc1	-1	0.1	61	-5	0	-1	-3	-8	-5	0.8
CC(C)C(=O)Nc1ccc(-c2nc3cccnc3o2)cc1	3	-2.3	x	-3	5	0	-9	-5	1	1.2
CCOc1ccccc1NC(=S)N1CCN(c2ccccc2)CC1	2	-0.2	-25	-5	-3	-7	5	-4	-9	0.9
COc1ccc(C(=O)NCCNC(=O)c2cc(OCC(F)(F)F)ccc2OCC(F)(F)F)cc1	3	-0.8	-41	-3	-9	0	-8	-1	-4	1.5

# Of the compounds above, these contain a halogen:
smiles	Keap1 Nrf2 FP	CAL PDZ FP-1	SR-BI DiI-HDL act	CAL PDZ FP-2	Rtt109 Vps75	DAGLB inhibitor	PKA-R2B activ	RTF Ca sens act	Cardiac RTF inh	C-LANA FP
CC1CCCN(C(=O)COC(=O)/C=C/c2ccc(C(F)(F)F)cc2)C1 (centres undefined)	3	-0.5	15	72*	2	-2	-6	0	-6	1.2
CCCC(=O)N1CCN(c2ccc([N+](=O)[O-])cc2Cl)CC1	-5	-2.6	-10	0	x	-1	13	-2	2	0.3
O=C(COc1ccccc1Cl)NCc1ccncc1	-3	-0.5	-7	-6	x	-2	6	0	7	-0.6
Cc1ccc(NC(=O)N2CCCN(C(=O)OC(C)(C)C)CC2)cc1Cl	-1	x	0	-3	-2	-4	1	-4	-2	-1.3
COc1cc(OC)c(NC(=O)c2ccoc2C)cc1Cl	1	x	-59	-7	1	2	3	-9	-3	-0.4
Cc1ccccc1S(=O)(=O)Cc1ccc(C(=O)N2CCN(c3ccc(F)cc3)CC2)o1	1	-1.1	-24	-2	-4	0	0	-1	-5	0.4
Cc1cccc(C2N(c3ccc(F)cc3)C(=O)C3CCCN32)c1 (centres undefined)	-10	-0.5	17	x	-14	2	0	14	3	-1.1
CC(C)[C@H](NC(=O)c1ccco1)C(=O)OCC(=O)Nc1ccc(Cl)c(S(=O)(=O)N(C)C)c1	-2	-2.9	x	2	-4	6	-9	-1	-3	0.7
Clc1ccc(NNc2ccnc3cc(Cl)ccc23)cc1	-3	x	-37	-2	-11	7	3	2	1	0.0
O=C(COc1ccc(S(=O)(=O)NC2CCCCC2)cc1Cl)NCC1CCCO1 (centres undefined)	-2	1.3	-4	23	3	-1	3	5	-2	-0.7
COc1ccc(C(=O)NCCNC(=O)c2cc(OCC(F)(F)F)ccc2OCC(F)(F)F)cc1	3	-0.8	-41	-3	-9	0	-8	-1	-4	1.5

# Compound activity deposited in PubChem by several laboratories.
